# Source: PubChem BioAssay
# TMEM16A act: activates or potentiates the mouse TMEM16A chloride channel; 0.3% of 340,000 active; HEK293 TMEM16A/YFP-H148Q/I152L, iodide quench fluorescence; hits give low values; B-score at 10 µM;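 active = fluorescence-ratio B-score plate-corrected deviation score at least 3 library SD below zero, with starting fluorescence score within 5 deviations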;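 note: channel opened by trigger with iodide after compound preincubation; score built on the fluorescence ratio of max minus min over baseline; more negative score means more quench and so TMEM16A activation or potentiation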
# SKKanGAS inh: blocks kanamycin growth of S. pyogenes SKKanGAS strain | BacTiter-Glo, 6 h | inhibition, % at 7.5 µM | 1.3% of 300,000 active;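 active = mean replicate score, as percent of positive control median, at least 50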;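 note: strain carries kanamycin resistance gene driven by streptokinase promoter and grows in 40 µg/ml kanamycin; loss of luminescence reflects streptokinase promoter inhibition or plain growth inhibition; 0% = median of DMSO wells and 100% = positive control at its reference dose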
# KCNQ1 block: inhibitors of human KCNQ1 potassium channel. P51787. CHO-K1 KCNQ1, FluxOR thallium flux fluorescence; hits give high values. B-score at 10 µM. 1.3% of 310,000 active. AID 2642;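 active = compounds whose thallium flux B-score, printed positive for inhibition, exceeds three library SD while starting fluorescence stays within three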;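 note: channel opened by potassium depolarization with thallium stimulus after 20 min compound exposure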
# Target sequence (P51787 whole entry, looked up): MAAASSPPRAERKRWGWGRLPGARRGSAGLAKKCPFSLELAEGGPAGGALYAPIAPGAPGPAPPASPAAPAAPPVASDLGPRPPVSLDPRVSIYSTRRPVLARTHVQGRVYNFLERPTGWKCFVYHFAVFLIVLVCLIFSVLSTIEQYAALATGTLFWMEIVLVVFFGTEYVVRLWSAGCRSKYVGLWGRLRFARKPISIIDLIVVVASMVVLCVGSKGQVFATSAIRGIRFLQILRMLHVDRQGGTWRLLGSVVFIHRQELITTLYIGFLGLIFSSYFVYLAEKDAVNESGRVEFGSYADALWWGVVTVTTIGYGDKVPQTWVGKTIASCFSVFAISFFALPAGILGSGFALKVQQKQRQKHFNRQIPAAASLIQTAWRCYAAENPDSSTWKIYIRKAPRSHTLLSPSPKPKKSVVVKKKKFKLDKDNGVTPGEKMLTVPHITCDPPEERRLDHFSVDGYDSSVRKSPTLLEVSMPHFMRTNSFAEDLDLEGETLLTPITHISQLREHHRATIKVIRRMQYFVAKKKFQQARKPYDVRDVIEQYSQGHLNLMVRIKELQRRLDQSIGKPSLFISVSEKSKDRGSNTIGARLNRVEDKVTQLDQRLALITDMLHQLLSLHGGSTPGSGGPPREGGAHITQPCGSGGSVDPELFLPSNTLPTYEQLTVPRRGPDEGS
# KCNQ1 act: potentiates or activates the human KCNQ1 potassium channel; P51787; CHO-K1 KCNQ1, thallium flux FluxOR fluorescence; hits give high values; B-score at 10 µM; 0.35% of 310,000 active;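 active = fluorescence ratio B-score, a plate-corrected score, at least three library SD, with initial intensity B-score within 5 SD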
#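 Assay system: stable KCNQ1 CHO-K1 line; medium: assay buffer, equal DMSO in all wells; timing: 90 min dye loading and 20 min compound exposure, both at room temperature; technique: kinetic FluxOR thallium fluorescence, 10-s 1-Hz baseline, 110-s post-stimulus read; read-out basis: B score of baseline-normalized fluorescence ratio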
# RGS4 act: potentiators or activators of RGS4; HEK293 M3R/inducible RGS4, carbachol calcium flux Fluo4; hits give low values; B-score at 10 µM; 0.92% of 310,000 active; AID 463111;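 active = B-score of the integrated calcium signal more than 4 SD below the library mean, with starting fluorescence not abnormally high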;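 note: negative B-score means reduced calcium response which marks RGS4 activation or potentiation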
#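 Test system: HEK293 cells with stable M3R and inducible RGS4; also added: carbachol at ECmax as muscarinic agonist stimulus; schedule: dye loading 30 min 37 °C, buffer rest 30 min RT; technique: kinetic calcium fluorescence imaging with Fluo4-AM dye, 2 µM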
# KCNK3 block: human KCNK3 channel inhibition, primary screen. O14649. CHO-KCNK3 thallium flux, FluxOR fluorescence; hits give low values. B-score at 10 µM. 0.84% of 340,000 active;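 active = B-score under library mean minus 4 SD, starting fluorescence ratio at most library mean plus 5 SD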;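 note: more negative B-score means stronger inhibition of thallium flux through KCNK3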
# hERG rescue: compounds protecting human hERG from proarrhythmic drug block. CHO-hERG, FluxOR thallium flux, dofetilide IC70 present. AID 1511. activation (rescue from dofetilide block), less the hit threshold, % at 10 µM. 0.51% of 310,000 active. Q12809;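 active = activation above the mean of controls blocked by dofetilide plus 5 SD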;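 note: thallium influx through hERG after potassium depolarization seen as dye fluorescence rise; in these data hits start at about 4.7%; inactives centre near -7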
# KCNK9 block: inhibitors of human KCNK9 two-pore domain potassium channel; Q9NPC2; HEK293 KCNK9, FluxOR thallium flux fluorescence; hits give low values; B-score at 10 µM; 1.2% of 310,000 active; AID 488922;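 active = ratio B-score over 3 SD below the library mean, with starting fluorescence within 5 SD of its mean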;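 note: negative B-score means less thallium flux so channel inhibition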
# HDAC3 inh: inhibitors of human histone deacetylase 3; AID 2718; recombinant HDAC3, fluorogenic peptide/trypsin coupled, fluorescence; inhibition, % at 8.3 µM; 0.15% of 320,000 active; in the data active = inhibition above about 26%, passing the limit was not always enough
# RGS4 block: human RGS4 inhibition. P49798. HEK293 M3R/RGS4 inducible, Fluo-4 calcium flux; hits give high values; triggered by carbachol at its EC20. B-score at 10 µM. 0.45% of 310,000 active. AID 463165;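 active = B-score, a plate-corrected calcium signal, over three deviations above library mean, with baseline fluorescence within five deviations of library mean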;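 note: RGS4 expression induced by doxycycline in cells with stable M3 receptor; B-score is computed from the integrated fluorescence ratio over baseline after carbachol; higher B-score means a larger calcium signal and so more RGS4 inhibition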
# Target sequence (P49798 whole entry, looked up): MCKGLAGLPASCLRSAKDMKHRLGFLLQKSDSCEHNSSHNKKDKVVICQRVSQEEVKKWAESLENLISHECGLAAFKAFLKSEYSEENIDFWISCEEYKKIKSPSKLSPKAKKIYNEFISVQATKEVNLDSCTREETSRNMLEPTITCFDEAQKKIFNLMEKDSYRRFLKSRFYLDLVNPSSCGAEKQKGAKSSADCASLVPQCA
# TMEM16A inh: mouse TMEM16A channel inhibition, primary screen | HEK293 TMEM16A/YFP iodide influx fluorescence, ionomycin | normalized B-score (activity score, 25-100; higher = stronger inhibition) at 10 µM | AID 588511 | Q8BHY3 | 1.2% of 310,000 active;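 active = ratio plate-corrected score three or more library SD toward inhibition, starting fluorescence score within five deviations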;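 note: score derived from kinetic fluorescence span divided by baseline fluorescence per well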
# Numbers without * were called inactive; i = inactive; x = no result given.
canonical_smiles,TMEM16A act,SKKanGAS inh,KCNQ1 block,KCNQ1 act,RGS4 act,KCNK3 block,hERG rescue,KCNK9 block,HDAC3 inh,RGS4 block,TMEM16A inh
Cc1ccc(SCC(=O)O/N=C(\N)c2ccncc2)cc1,i,46,i,i,i,i,-12,i,2,i,i
O=C(Cc1cccs1)Nc1nnc(-c2ccncc2)s1,i,5,i,i,i,i,-10,i,-2,i,i
Cc1nc2ccccc2cc1OCc1ccc(Cl)cc1,i,30,i,i,i,i,-10,i,1,i,i
Cn1c(=O)n(C)c2cc(NC(=O)COc3ccc(F)cc3F)ccc21,i,-5,i,i,i,i,-2,i,0,i,i
Cc1cc(NC(=O)c2c(-c3c(Cl)cccc3Cl)noc2C)n(C)n1,i,-1,i,i,i,i,-7,i,-1,i,i
COc1ccc(NC(=O)CN(C)C(=O)c2ccc3[nH]c4c(c3c2)CC(C)CC4)cc1 (stereo not given),i,1,i,i,i,i,-13,i,4,i,i
COc1ccccc1C(=O)N/C(=C\c1cn(S(=O)(=O)N(C)C)c2ccccc12)C(=O)N1CCCC1,i,5,i,i,i,i,-4,i,-5,i,i
CCCN1CCN(C(=O)c2ccccc2-c2nc3ccccc3s2)CC1,i,5,i,i,i,i,-16,i,-2,i,i
CC(C)C(CCNC1CCN(C)CC1)c1ccc(Cl)cc1 (stereo not given),i,3,i,i,i,i,-6,i,1,i,i
C=CCNS(=O)(=O)c1ccc(N2C(=O)c3ccccc3C2=O)cc1,i,8,i,i,i,i,-18,i,-4,i,i
O=C(O)COCC(=O)Nc1ccc(-n2nc(C(F)(F)F)cc2-c2cccs2)cc1,i,-3,i,i,i,i,2,i,-3,i,i
CCC(C)c1ccc(NC(=S)NCCn2cc(Cl)cn2)cc1 (stereo not given),i,0,i,i,i,i,-26,i,4,i,i
COCCCNC(=O)COC(=O)c1ccc(-c2nc3ccccc3s2)s1,i,22,i,i,i,i,-7,i,-23,i,i
Cc1cc(C)nc(Nc2ccc(C(=O)O)cc2)n1,i,5,i,i,i,i,-5,i,2,i,i
CC(C)Cn1c(SCC(=O)NC(=O)NC2CCCC2)nc2ccccc21,i,6,i,i,i,i,-9,i,0,i,25*
CCN1CCN(c2ccc(S(=O)(=O)N3CCOCC3)cc2NC(=O)c2sccc2C)CC1,i,0,i,i,i,i,-13,i,2,i,i
Brc1ccccc1/C=N/N1CCCCC1,i,3,i,i,i,i,-4,i,-3,i,i
COC(=O)c1c(-c2ccc(F)cc2)csc1NC(=O)C1CCCO1 (stereo not given),i,-2,i,i,i,i,-14,i,-5,i,i
COc1cccc(-c2nnc3sc(-c4ccccc4)nn23)c1,i,18,i,i,i,i,-13,i,-10,i,i
COc1ccc2cc1Oc1ccc(cc1)C[C@H]1c3c(cc4c(c3Oc3cc5c(cc3OC)CCN(C)[C@@H]5C2)OCO4)CCN1C,i,2,i,i,i,i,-12,i,9,i,i
Cc1c(CN2CCN(CC(C)(C)C)C(CCO)C2)[nH]c2ccccc12 (stereo not given),i,4,i,i,i,i,-7,i,5,i,i
CCOC(=O)C1=C(CC)Nc2ccccc2N/C1=N\S(=O)(=O)c1cc(Br)ccc1Br,i,37,i,i,i,i,-8,i,x,i,x
COc1ccc(-c2nn(-c3ccccc3)cc2/C=N/Nc2ccccn2)cc1OC,i,17,i,i,i,i,-13,i,15,i,i
c1csc(CNCCN2CCOCC2)c1,i,1,i,i,i,i,-9,i,2,i,i
O=C(c1ccc(C(F)(F)F)cc1)C1CCCN(C(=O)Cn2cncn2)C1 (stereo not given),i,-1,i,i,i,i,-12,i,6,i,i
NC(=O)C1(N2CCCCC2)CCN(S(=O)(=O)c2cc(Cl)sc2Cl)CC1,i,-2,i,i,i,i,-10,i,x,i,i
CCCc1nnc(NC(=O)C2CCN(C(=O)c3ccco3)CC2)s1,i,6,i,i,i,i,-5,i,-2,i,i
CCOC(=O)N1CCN(CC(O)COCCC23CC4CC(CC(C4)C2)C3)CC1 (stereo not given),i,-4,i,i,i,i,-4,i,10,i,i
CC(=O)Nc1ccc(S(=O)(=O)N=S(C)(C)=O)cc1,i,-10,i,i,i,i,-2,i,-6,i,i
Cc1ccc(CCNC(=O)c2ccc(CS(=O)(=O)c3ccccc3C)o2)cc1,i,5,i,i,i,i,-9,i,0,i,i
Cc1cccc(NC(=O)c2cccs2)n1,i,0,i,i,i,i,-6,i,-1,i,i
CCc1nc(Nc2ccc(OC)c(OC)c2)c2nnn(Cc3ccccc3Cl)c2n1,i,-2,i,i,i,i,-3,i,-10,i,i
CCOc1ccccc1C(=O)NCC(=O)N(C)Cc1ccccc1C,x,-2,i,i,i,i,-6,i,9,i,i
Cc1nc2cc(N3CCN(C)CC3)c(NC(=O)Cc3ccccc3)cc2c(=O)n1Cc1ccccc1,i,5,i,i,i,i,-6,i,-2,i,i
O=C(CCCC(=O)N/N=C/c1ccccc1C(=O)O)N/N=C/c1ccccc1C(=O)O,i,-6,i,i,i,i,-6,i,0,i,i
COc1ccc(/C(O)=C2\C(=O)C(=O)N(Cc3ccco3)C2c2ccc(OC)cc2OC)cc1 (stereo not given),i,0,i,i,i,i,-6,i,-6,i,i
CCC(C)NC(=O)COC(=O)c1csc2c1CCCC2 (stereo not given),i,-4,i,i,i,i,-7,i,15,i,i
Cc1ccc(S(=O)(=O)c2cccc(S(=O)(=O)N3CCOCC3)c2)cc1S(=O)(=O)N1CCOCC1,i,-4,i,i,i,i,-12,i,0,i,i
CC1CCCC(NC(=O)/C=C/c2c(F)cccc2Cl)C1C (stereo not given),i,2,i,i,i,i,-11,i,-1,i,i
C/C(=N\NC(=O)c1cccnc1)c1cc(C)oc1C,i,16,i,i,i,i,-2,i,-6,i,i
COc1ccc(C2=NS(=O)(=O)N(C)C(C(=O)NCc3ccccc3)=C2)cc1OC,i,-4,i,i,i,i,-12,i,-4,i,i
Cc1ccc(OCC(=O)Nc2ccc(S(=O)(=O)N3CCOCC3)cc2)c(Br)c1,i,-3,i,i,i,i,-7,i,-3,i,i
CCOc1cc(/C=N/n2c(C)nc3ccccc3c2=O)ccc1O,i,1,i,i,i,i,-4,i,-9,i,i
COc1cccc(C(=O)OCC(=O)NCCNC(=O)COC(=O)c2cccc(OC)c2OC)c1OC,i,9,i,i,i,i,-14,i,-5,i,i
CC(C)c1csc2nc3n(c(=O)c12)CCCCC3,i,3,i,i,i,i,-14,i,4,i,i
Cc1ccc(NC(=O)CCN2CCC(C(N)=O)CC2)cc1,i,1,i,i,i,i,-4,i,-7,i,i
CC(C)CNC(=O)c1ccccc1NC(=O)Nc1ccccc1,i,6,i,i,i,i,-10,i,-7,i,i
O=C(CCl)Nc1cc(SCC(O)CO)cc([N+](=O)[O-])c1 (stereo not given),i,0,i,i,i,i,-9,i,x,i,x
Cc1nnc(SCC(=O)Nc2cccc(S(=O)(=O)NC3=NCCCCC3)c2)n1Cc1ccccc1,i,-7,i,i,i,i,-1,i,0,i,i
Cc1sc(-c2ccccn2)nc1OC(=O)c1ccc(Cl)cc1,i,0,i,i,i,i,-8,i,11,i,i
O=S(=O)(c1ccc2nc(N3CCN(c4ccc(F)cc4)CC3)ccc2c1)N1CCCCC1,i,7,i,i,i,i,-3,i,-5,i,i
Cc1ccccc1C(=O)NCc1nnc(SCC(=O)N2c3ccccc3Sc3ccccc32)n1C,i,-5,i,i,i,i,-10,i,2,i,i
CCCCC1=CC2=CC(=O)C(C)(OC(=O)CC)C(=O)C2=CN1CCOC (stereo not given),i,9,i,i,i,i,-2,i,-8,i,i
CCn1c(CCC(=O)Nc2nc3c(s2)CCCC3)nc2cc(S(=O)(=O)N(C)C)ccc21,i,7,i,i,i,i,-15,i,8,i,i
CCc1ccc(S(=O)(=O)NCc2cccs2)cc1,i,15,i,i,i,i,-8,i,-5,i,i
CC(=O)N1C(=O)C2(C(C#N)=C(N)Oc3n[nH]c(-c4ccccn4)c32)c2ccccc21 (stereo not given),i,-1,i,i,i,i,-7,i,1,i,i
O=C(COc1ccc(Cl)cc1)Nc1c(-c2cccs2)nc2ccccn12,i,-4,i,i,i,i,-4,i,-13,i,i
Cc1cccc(C(=O)OCC(=O)c2c(N)n(CC(C)C)c(=O)n(C)c2=O)c1O,i,14,i,i,i,i,-14,i,3,i,i
CCCN1C(=O)C(Cc2nc3ccccc3c(=O)n2C)c2ccccc21 (stereo not given),i,-1,i,i,i,i,-5,i,1,i,i
C=CCN(c1ccccc1C(=O)O)S(=O)(=O)c1ccc(C)cc1,i,-6,i,i,i,i,-2,i,1,i,i

# Following part.
canonical_smiles,TMEM16A act,SKKanGAS inh,KCNQ1 block,KCNQ1 act,RGS4 act,KCNK3 block,hERG rescue,KCNK9 block,HDAC3 inh,RGS4 block,TMEM16A inh
CCOc1ccc(-n2ccnc2SCC(=O)NCc2ccc3c(c2)OCO3)cc1,i,-6,i,i,i,i,-9,i,12,i,100*
CCCCCC1CCC(c2nnc(SCC(C)=O)o2)CC1 (stereo not given),i,25,i,i,i,i,6.0*,i,-12,i,i
Nc1nc2c(s1)CC(c1ccccc1)CC2 (stereo not given),i,3,i,i,i,i,-3,i,2,i,25*
O=C(NCc1ccc(F)cc1)c1cc(-c2cccs2)on1,i,-1,i,i,i,i,-10,i,-3,i,i
CC(=O)Nc1c2c(nn1-c1cccc(C)c1)CSC2,i,-8,i,i,i,i,-8,i,3,i,i
COc1cc(CN2CCN(c3cccc(C)c3C)CC2)cc(Br)c1O,i,3,i,i,i,i,-8,i,-10,i,i
O=C(Nc1cccc(Cl)c1)c1cc(S(=O)(=O)N2CCOCC2)cs1,i,-4,i,i,i,i,-12,i,4,i,i
COC(=O)CSc1ncnc2c1sc1nc(N3CCOCC3)c3c(c12)CCCC3,i,40,i,i,i,i,-6,i,-6,i,i
O=c1cc(N2CCc3ccccc32)[nH]c(=O)n1-c1ccccc1Cl,i,x,i,i,i,i,-2,i,2,i,i
